FEN1 inh: blocks human flap endonuclease 1. Recombinant FEN1 flap cleavage, fluorescence, 15 min. Potency, µM (titrated, usually from 114 µM), without a hit: at the highest dose activity change, negative = inhibition, hits mostly inhibitors. actives 0.35% (n = 390,000); note: nearly all actives have a fitted effect of over 65% in size
Target sequence (P39748 whole entry, looked up): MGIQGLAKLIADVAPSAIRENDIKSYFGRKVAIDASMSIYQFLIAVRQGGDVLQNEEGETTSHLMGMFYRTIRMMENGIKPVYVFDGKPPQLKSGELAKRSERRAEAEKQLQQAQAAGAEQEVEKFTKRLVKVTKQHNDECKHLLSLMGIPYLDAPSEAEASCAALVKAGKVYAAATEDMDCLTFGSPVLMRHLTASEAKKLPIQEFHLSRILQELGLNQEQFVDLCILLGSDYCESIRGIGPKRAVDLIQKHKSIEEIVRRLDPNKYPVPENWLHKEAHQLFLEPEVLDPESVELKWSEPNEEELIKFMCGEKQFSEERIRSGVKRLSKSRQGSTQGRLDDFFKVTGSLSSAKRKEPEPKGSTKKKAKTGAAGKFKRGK
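FEN1 at 10 nM preincubated with compounds 15 min at room temperature, then flap DNA substrate added at 50 nM final. Signal read at 0 and 15 min; concentration-response fitted with four-parameter Hill equation.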
KAT2A inh: inhibitors of human GCN5L2 histone acetyltransferase. actives 0.21% (n = 390,000). Q92830. AID 504327. GCN5L2 HAT assay, ThioGlo1 CoA-SH fluorescence. Potency, µM (titrated, usually from 58.9 µM), for the others: at the top dose activity change, negative = inhibition, most hits filed as inhibitors
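Enzyme at 20nM final was mixed with library compounds for 15 min at room temperature. Peptide H3(1-25) at 75uM, acetyl-CoA at 70uM and ThioGlo1 at 50uM were then added. Plates were read immediately and after 20 min (Ex340nm/Em540nm).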
TDP1 cell CPT: DT40-hTDP1 cell growth loss with CPT. chicken DT40 Tdp1-/-;hTDP1 cells + 20 nM CPT, ATP luminescence, 48 h. Potency, µM (top dose mostly 46.2 µM), for the others: at the highest dose activity change, negative = growth inhibition, hits mostly inhibitors. actives 12% (n = 420,000). AID 686979; note: nearly all actives have a fitted effect of over 55% in size
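Chicken DT40 Tdp1-/- cells complemented with human TDP1, 400 cells/well, exposed to compounds plus 20 nM camptothecin for at least 48 h at 37 C; viability read as ATP content by CellTiter-Glo luminescence.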
* hit, by the source's call; ? = inconclusive; / = not tested or not shown; & = joins results of further samples; [ ] = remark or other dose. Calls come from the whole dose curve; as a rule, active = well fitted curve in the direction sought with a large enough effect; inconclusive = small, poorly fitted or top-dose-only effect, or another doubt; inactive = no such curve, though single readings can be large; an effect the other way counts as inactive or inconclusive. % is set by controls: 0 for no effect and ±100 for the full control effect; potency is the fitted concentration of half-maximal effect.

compound	FEN1 inh	KAT2A inh	TDP1 cell CPT
Cc1nc(SCC(=O)Nc2cc(S(=O)(=O)N3CCOCC3)ccc2Cl)nc(C)c1C	9.1%	0.9%	?
COc1cc(C(=O)NCCc2ccc3c(c2)OCCO3)ccc1OCC(=O)N1CCOCC1	-9.6%	-2.8%	-13.7%
Cc1ccc(-c2nc3ncccc3n2O)cc1	-11.9%	16.9%	?
CCOC(=O)C1CCN(Cc2cc(C(C)C)c(O)c(C(C)C)c2)CC1	-6.8%	6.8%	9.2µM*
Cc1oc(-c2ccccc2)nc1CS(=O)CC(=O)NC1CCCC1 (stereo unspecified)	4.0%	-4.0%	0.7%
O=C(COc1cccc(C(F)(F)F)c1)Nc1ccc(S(=O)(=O)N2CCCC2)cc1	-13.6%	-6.9%	23.1µM*
CCOc1ccccc1/C=c1\sc2nc(-c3ccco3)nn2c1=O	4.2%	?	?
Cc1ccc(NC(=O)C2CCN(C(=O)[C@@H]3Cc4ccccc4CN3)CC2)cc1	-14.7%	-5.8%	-11.5%
COc1ccc(C)cc1-n1nnnc1SCC(=O)N1CCC(C(=O)Nc2nccs2)CC1	7.8%	2.3%	-23.3%
CC(=O)N1CCN(C(=S)c2ccc(N(C)C)cc2)CC1	-13.4%	-3.4%	-13.7%
CC(C)CN1CCNC(=O)C1CC(=O)NCCCN1CCCc2ccccc21 (stereo unspecified)	11.4%	-4.8%	-1.6%
O=C(CCCCn1c(=S)[nH]c2ccsc2c1=O)NCc1ccc2c(c1)OCO2	-10.9%	-18.8%	?
Cc1ccc(Cc2cnc(N3C(=N)SC(C)C3=O)s2)cc1 (stereo unspecified)	2.6%	-0.6%	?
COc1ccc(C)cc1-n1nnnc1SCc1nc2ccccc2c(=O)[nH]1	0.3%	-14.7%	13µM*
COc1cc(C2CC(=O)Oc3cc(C)c(Br)c(C)c32)cc(OC)c1OC (stereo unspecified)	-2.3%	-6.6%&-22.1%	20.6µM*
CCC1Oc2ccc(C)cc2N(CC(=O)N(Cc2ccncc2)Cc2ccco2)C1=O (stereo unspecified)	-10.2%	-2.6%	?
Cc1ccc(NC(=O)c2sc(N)nc2C)cc1	-8.4%	0.9%	-3.2%
COc1cccc(C(=O)Nc2c3c(nn2-c2ccc(Cl)cc2)CS(=O)(=O)C3)c1	5.3%	-7.5%	-19.2%
O=C1OCC(c2ccccc2)=C1c1ccccc1[N+](=O)[O-]	6.8%	-24.3%	-10.5%
Cc1ccc(C(C(=O)NC2CCCC2)N(Cc2ccc(F)cc2)C(=O)c2snc(C(N)=O)c2N)o1 (stereo unspecified)	-1.5%	-6.6%	?
CCOC(=O)NC1CCc2cc(OC)c(OC)c(OC)c2-c2ccc(SC)c(=O)cc21 (stereo unspecified)	-1.3%	/	0.0103µM*
CCN1/C(=C/c2sc(-c3ccccc3C)c[n+]2C)Sc2ccccc21	?	-19.2%	0.259µM*
CCCc1ccc(Oc2c(-c3ccc(O)c(C)c3O)n[nH]c2C)cc1	?	-4.0%	-17.9%
Cn1c(N)c(C(=O)CCl)c(=O)n(Cc2ccccc2)c1=O	0.2%	-4.7%	2.31µM*
N/C(=N\OS(=O)(=O)c1ccc2ccccc2c1)c1ccncc1	-4.0%	-0.3%	?

Arranged by length of the SMILES (rising): part of the list above
compound	FEN1 inh	KAT2A inh	TDP1 cell CPT
CCOc1ccccc1/C=c1\sc2nc(-c3ccco3)nn2c1=O	4.2%	?	?
Cc1nc(SCC(=O)Nc2cc(S(=O)(=O)N3CCOCC3)ccc2Cl)nc(C)c1C	9.1%	0.9%	?
Cc1ccc(C(C(=O)NC2CCCC2)N(Cc2ccc(F)cc2)C(=O)c2snc(C(N)=O)c2N)o1 (stereo unspecified)	-1.5%	-6.6%	?

Additional results.
compound	FEN1 inh	KAT2A inh	TDP1 cell CPT
CCN(C(=O)CSc1nnc(SC)s1)c1c(N)n(Cc2ccccc2)c(=O)[nH]c1=O	16.4%	4.9%	14.2%
Cn1c(C(=O)N2CCN(c3ccc(F)cc3)CC2)cc2ccccc21	-4.4%	-12.5%	-2.9%
COCCNC(=O)/C(C#N)=C/c1ccc(O)c([N+](=O)[O-])c1	12.1%	-12.8%	-4.7%
CCOC(=O)N=S(=O)(Oc1ccc([N+](=O)[O-])cc1)c1ccccc1 (stereo unspecified)	-8.8%	-20.1%	-9.2%
CCS(=O)(=O)Nc1cccc(C2=NN(S(C)(=O)=O)C(c3cccs3)C2)c1 (stereo unspecified)	2.4%	-4.4%	-25.9%
O=C(NC1CC(=O)N(c2ccc(F)cc2)C1)N1CCN(C(=O)c2ccco2)CC1 (stereo unspecified)	-0.9%	0.7%	4.8%
Cc1ccc(C2/C(=C(\O)c3ccc4c(c3)OCCO4)C(=O)C(=O)N2CC2CCCO2)cc1 (stereo unspecified)	-0.2%	-5.2%	-3.2%
O=C(CNc1cccc(Cl)c1)NNC(=S)NCc1ccccc1	-8.2%	3.4%	?
COc1ccc(-c2oc3ccc(-c4ccc5c(c4)OCO5)cc3c2C#CC2(O)CCCCC2)cc1	9.9%	/	?
CCN(CC(=O)NC1CCS(=O)(=O)C1)c1ccc(S(=O)(=O)N(CC)CC)cc1[N+](=O)[O-] (stereo unspecified)	-3.5%	-6.0%	-27.3%
CCOC(=O)Cn1c(=NC(=O)CSC(C)=O)sc2cc(F)ccc21	-19.7%	2.7%	?
O=C(CNC(=O)N1CC(=O)Nc2ccccc21)Nc1ccc(Cl)cc1	-10.4%	2.3%	1.4%
COc1ccc(C(=O)Nc2ccc(NC(=O)c3ccccc3OC)nc2)cc1	13.5%	-1.9%	?
COc1cc(C(C(=O)NC2CCCC2)N(C(=O)c2ccco2)c2ccccc2C(C)=O)cc(OC)c1OC (stereo unspecified)	-1.8%	-1.4%	-2.0%
O=C(c1cc([N+](=O)[O-])cc([N+](=O)[O-])c1)N1CCCc2ccccc21	2.9%	-2.6%	?
CCn1cc(/C=N\NC(=O)c2cc(-c3ccccc3OC)nc3ccccc23)c(C)n1	-16.1%	1.6%	?
Cc1ccc2nc(-c3ccco3)c(Nc3ccccc3)n2c1	3.6%&-2.3%	29.2%	?
OC(COc1c(F)cc(Br)cc1F)CN1CCc2ccccc2C1 (stereo unspecified)	6.1%	-25.0%	?
CCN1C(=O)c2ccccc2Sc2ccc(NC(=O)Nc3ccc(C(C)=O)cc3)cc21	?	-8.2%	?
C#CCn1c(=NC(=O)c2ccc(S(=O)(=O)N3CCCc4ccccc43)cc2)sc2cc(S(N)(=O)=O)ccc21	-6.7%	-9.2%	13µM*
COc1cc2ccccc2cc1C(=O)Nc1cccc(-c2nc3cc(C)c(C)cc3o2)c1C	14.8%	-6.7%	-9.1%
Cc1noc(NS(=O)(=O)c2ccc(N/C=C\C(=O)c3ccc(F)cc3)cc2)c1C	-9.5%	-2.1%	-9.0%
O=c1[nH]c(/C=C/c2cccc([N+](=O)[O-])c2)c([N+](=O)[O-])c(=O)[nH]1	-3.5%	-12.0%	-4.7%
Cc1cc(C)c(S(=O)(=O)N2CCN(C(=O)c3ccccc3OCc3c(C)noc3C)CC2)c(C)c1	0.5%	/	?
O=C(O)C1Cc2ccccc2CN1S(=O)(=O)c1ccc2ccccc2c1 (stereo unspecified)	-9.7%	-3.2%	-3.8%

Going on with the list:
compound	FEN1 inh	KAT2A inh	TDP1 cell CPT
CCC(C(=O)NC1CCN(C)CC1)c1ccccc1 (stereo unspecified)	1.4%	-10.1%	-4.5%
COC(=O)c1ccc(C2NC(c3ccc4c(c3)OCO4)=CC(c3ccccc3O)N2)cc1 (stereo unspecified)	-6.5%	/	7.08µM*
COc1ccc(C2=CSC3=NNC4(CCCCC4)NN23)cc1	3.6%	-2.8%	-2.1%
Cc1c(C(=O)O)c2cc(O)ccc2n1-c1ccccc1	4.9%	-9.8%	8.9%
Cc1ccccc1/C=N/N1C(=O)CSC1=S	-13.3%	3.5%	-13.8%
CCN1CCCC1Cn1cnc2c([nH]c3cccc(Cl)c32)c1=O (stereo unspecified)	11.3%	-3.9%	-7.0%
O=C(Cc1ccc(S(=O)(=O)N2CCCCC2)s1)Nc1ccc(F)c(F)c1	-7.0%	-5.8%	16.4µM*
CCOC(=O)N1CCN(C(=O)c2ccc(NS(=O)(=O)c3ccc4[nH]c(=O)[nH]c4c3)cc2)CC1	6.9%	-6.3%	6.3%
CCC(=O)c1ccc(OCC(=O)N2CCCC2)c(OC)c1	2.1%	-12.6%	5.5%
Cc1c(C(=O)NCC2CCCO2)cccc1[N+](=O)[O-] (stereo unspecified)	-4.8%	2.8%	1.7%
Cc1nc2n(COCCO)cnn2c(=O)c1Br	-2.0%	-5.7%	-3.9%
O=C1OC(Nc2nc(-c3ccc(F)cc3)cs2)c2ccccc21 (stereo unspecified)	-1.2%	1.1%	14.6µM*
CS(=O)(=O)N(CCc1ccccc1)CC(=O)N1CCCCC1	1.0%	/	-24.9%
CN(Cc1nc2ccccc2c(=O)[nH]1)C(=O)c1cccc(S(=O)(=O)N2CCCCCC2)c1	-9.8%	-2.1%	?
COc1ccc(N(CC(=O)NCCC2=CCCCC2)S(=O)(=O)c2ccccc2)cc1OC	-1.7%	-3.0%	?
Cc1cccc(NC(=O)Cn2nnc(C(=O)Nc3ccc(F)c(Cl)c3)c2N)c1	-7.5%&10.5%	-3.2%&-6.6%	-7.3%&4.1%
COc1c(O)cc(O)c2c(=O)cc(-c3ccccc3)oc12	-1.6%	-4.3%	?
Cc1ccc(C(=O)OCCc2c(C)[nH]n(-c3ccccc3)c2=O)cc1	-14.3%	-0.9%	-21.2%
CCCN(CCC)C(=O)CSc1ncccc1C(=O)O	0.3%	3.7%	3.0%
O=C(CCCn1c(=S)[nH]c2cc3c(cc2c1=O)OCO3)N1CCN(C2CCCCC2)CC1	-15.3%	-10.4%	?
COc1cccc(N2C(=O)C(CC(=O)Nc3cccc(F)c3)N(C3CCCC3)C2=O)c1 (stereo unspecified)	-20.3%	-6.2%	-22.1%
C=CCNC(=O)c1ccccc1NC(=O)c1ccc(Cl)c(S(=O)(=O)Nc2cccc(C)c2C)c1	-6.1%	-7.4%	?
CC(C)C(=O)Nc1oc(-c2ccccc2)cc1C#N	0.5%	-3.2%	11.7%
Fc1ccccc1Cn1c2[n+](c3ccc(C(F)(F)F)cc31)CCCCC2	-14.5%	-1.9%	?
CC1=Nc2cc(C(=O)O)ccc2Sc2ccc(Br)cc21	-1.8%	-22.8%	-3.0%

Carrying on.
compound	FEN1 inh	KAT2A inh	TDP1 cell CPT
CN(C)CCNC(=O)C(=O)NCC1OCCCN1S(=O)(=O)c1cccs1 (stereo unspecified)	-0.3%	0.8%	-3.3%
N#Cc1ccccc1S(=O)(=O)c1ccccc1C(=O)Nc1ccccc1	-7.6%	-10.7%	1.0%
O=c1[nH]c2ccc(NCc3ccc(-c4ccccc4F)o3)cc2[nH]1	13.7%	-5.2%	23.1µM*
COc1ccc(NC(=O)CC23CC4CC(CC(Br)(C4)C2)C3)c(OC)c1	-12.6%	-2.3%	14.8%
O=c1cc(C(F)(F)C(F)F)oc2ccccc12	2.4%	-4.5%[0.501 µM]	11.4%
CCOc1ccc(NS(=O)(=O)c2c(C)nc3sc(CC)nn3c2=O)cc1	17.0%&-9.0%	-3.9%&-10.0%	?
O=C(Cn1[nH]c(=O)c2ccccc2c1=O)OCC(=O)c1ccc(Br)cc1	2.2%	1.7%	14.7%
COc1ccc(NC(=O)CCC(=O)c2cccs2)cc1Cl	-2.1%	-0.3%	3.7%
Cc1cc2cc(CN(CC3CCCO3)C(=S)Nc3ccccc3)c(=O)[nH]c2cc1C (stereo unspecified)	5.0%	-5.4%	6.51µM*
Cc1cc(C)c(NC(=O)c2oc3c(c2C)-c2[nH]ncc2CC3)c(C)c1	15.4%	-2.4%	16.4µM*
COc1ccc(Cn2nnnc2C(CC(C)C)N2CCC(C(N)=O)CC2)cc1 (stereo unspecified)	0.0%	-9.6%	10.3%
N#CC(C#N)=C1c2cc(S(=O)(=O)NCCO)ccc2-c2ccc(S(=O)(=O)NCCO)cc21	8.9%	-4.1%	13µM*
C/C(=N\NC(=O)c1ccc(O)cc1O)c1cccnc1	-12.7%	-5.3%	-17.1%
CCOc1ncccc1C(=O)NNC(=O)c1ccc(NS(=O)(=O)c2cccs2)cc1	-0.3%	-3.1%	0.9%
N#Cc1c(N)nc2c(c1N)CC(CCl)O2 (stereo unspecified)	-10.3%	-5.8%	22.3%

These rows are one share of the data; count on the stated rates, not on these rows.
